# High-throughput results deposited in PubChem by Sanford-Burnham Center for Chemical Genomics.
# beta cell repl – inducers of beta-cell replication in MIN6 cells; MIN6 cells proliferation, ATPlite luminescence, 48 h; cells starved in 0.2% serum; 100% = growth in 10% serum; proliferation, % at 10 µM; 330,000 compounds, 0.29% hits; AID 2380;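 active = compounds whose signal lies at least 3.5 SD above the mean of all wells on their plate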;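 note: 0% = DMSO-treated cells in low-serum medium and 100% = 10% serum control; some compounds called inactive have numbers as strong as hits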
# hIAP block – human IAP inhibition | purified IAP, CDP-Star luminescence, 30 min | 330,000 compounds, 0.12% hits | inhibition, % at 10 µM | AID 2544;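 active = inhibition reaching a set limit with compound at 10 µM in the primary screen, cut at about 35% in these data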;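 note: plate controls were DMSO wells with enzyme for no effect and no-enzyme buffer wells for full effect; values of inactives mirror those of a sister screen read the other way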
# Target sequence (P09923 whole entry, looked up): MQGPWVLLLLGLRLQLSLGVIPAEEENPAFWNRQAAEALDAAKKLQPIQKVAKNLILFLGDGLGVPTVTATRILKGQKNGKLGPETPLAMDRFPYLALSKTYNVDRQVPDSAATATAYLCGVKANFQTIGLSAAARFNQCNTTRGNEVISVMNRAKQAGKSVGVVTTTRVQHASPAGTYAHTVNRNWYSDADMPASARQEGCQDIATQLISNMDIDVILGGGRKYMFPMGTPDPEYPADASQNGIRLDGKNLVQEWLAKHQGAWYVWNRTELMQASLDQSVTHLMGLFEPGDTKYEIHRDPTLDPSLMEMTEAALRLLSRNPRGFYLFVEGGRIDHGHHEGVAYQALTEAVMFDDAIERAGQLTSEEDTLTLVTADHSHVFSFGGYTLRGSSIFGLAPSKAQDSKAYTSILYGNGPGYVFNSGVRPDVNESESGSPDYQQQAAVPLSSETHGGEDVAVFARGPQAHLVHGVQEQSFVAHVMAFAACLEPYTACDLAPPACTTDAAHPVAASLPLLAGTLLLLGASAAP
# MPTP block – permeability transition pore inhibition; isolated mouse mitochondria, Ca2+ swelling absorbance, 30 min; inhibition, % at 10 µM; 360,000 compounds, 1.4% hits; AID 602449;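 active = inhibition of 50% or more, scaled per plate between neutral and stimulator controls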;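 note: 0% = DMSO wells given calcium and 100% = 1 mM EGTA wells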
# NR3A LBD binder – modulators (binders) of human NR3A ligand-binding domain | NR3A LBD differential scanning fluorimetry, Tm shift; 0% = protein alone, 100% = glycine-bound protein | Tm shift relative to glycine control, % at 25 µM | 340,000 compounds, 2.5% hits | AID 1259313;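 active = melting temperature shift of at least 10% of the positive control shift, at one fixed dose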
# A3G deaminase – blocks human APOBEC3G single-stranded DNA deamination; inhibition, % at 20 µM; AID 493012; recombinant A3G, ssDNA deamination FAM/TAMRA fluorescence; 330,000 compounds, 0.28% hits;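 active = inhibition of at least 40% at 20 µM, with no more than 30% in the related APOBEC3A deaminase screen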;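 note: plate controls were DMSO wells with A3G for no effect and wells lacking A3G enzyme for full effect; some compounds called inactive have numbers as strong as hits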
# Target sequence (Q9HC16 whole entry, looked up): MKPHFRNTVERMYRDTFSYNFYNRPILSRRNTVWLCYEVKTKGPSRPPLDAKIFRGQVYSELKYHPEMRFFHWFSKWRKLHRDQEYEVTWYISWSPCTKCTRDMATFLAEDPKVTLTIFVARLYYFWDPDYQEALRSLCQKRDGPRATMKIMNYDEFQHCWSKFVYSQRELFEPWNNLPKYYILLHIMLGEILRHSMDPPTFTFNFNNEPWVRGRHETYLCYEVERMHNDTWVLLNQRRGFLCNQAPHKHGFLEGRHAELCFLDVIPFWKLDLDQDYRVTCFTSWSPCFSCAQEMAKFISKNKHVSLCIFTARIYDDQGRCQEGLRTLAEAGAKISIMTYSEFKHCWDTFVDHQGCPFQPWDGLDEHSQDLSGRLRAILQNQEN
# mIAP activ – mouse IAP activation | activation factor at 10 µM | 330,000 compounds, 0.24% hits | muIAP, CDP-Star luminescence, 30 min; stronger effect = higher value; 1 = vehicle-only enzyme signal, 0 = enzyme-free wells;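 active = activation factor of at least 2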; note: the source names both 10 and 20 µM as test concentration; values of inactives mirror those of a sister screen read the other way
#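 Assay system: mouse IAP enzyme; reagent: chemiluminescent substrate CDP-Star; dosing: test compounds delivered from DMSO solution; schedule: 30 min at room temperature; measured by: luminescence from enzymatic CDP-Star hydrolysis; controls: DMSO-only wells and no-enzyme negative control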
# hIAP act – human IAP activation; purified human IAP, CDP-Star luminescence, 30 min; stronger effect = higher value; 1 = vehicle-only enzyme, 0 = enzyme-free background; 330,000 compounds, 0.16% hits; P09923; activation factor at 10 µM; AID 2524;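 active = activation factor of the enzyme at least 2-fold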; note: the source names both 10 and 20 µM as test concentration; values of inactives mirror those of a sister screen read the other way
# mIAP block – mouse IAP inhibition | 330,000 compounds, 0.2% hits | purified mouse IAP, CDP-Star luminescence, 30 min | inhibition, % at 10 µM | AID 2806;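 active = inhibition of at least 40% at 10 µM in the primary screen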;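 note: plate controls were DMSO with enzyme for no effect and no enzyme wells for full effect; values of inactives mirror those of a sister screen read the other way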
# APOBEC3A inh – human APOBEC3A DNA deaminase inhibition; P31941; inhibition, % at 20 µM; 330,000 compounds, 0.41% hits; recombinant A3A, FAM/TAMRA ssDNA deamination fluorescence;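 active = at least 40% inhibition at 20 µM here, with at most 30% in a related deaminase screen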;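 note: plate controls were A3A with DMSO for no effect and wells lacking A3A enzyme for full effect; some results filed as inactive read as strong as hits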
# Numbers without * were called inactive; / = not tested or not shown.
canonical_smiles	beta cell repl	hIAP block	MPTP block	NR3A LBD binder	A3G deaminase	mIAP activ	hIAP act	mIAP block	APOBEC3A inh
CC(=O)Nc1c(C)cc(OCC(=O)O)cc1C	1	-2	-0.1	0	9	1.1	1	-13	-5
CCC1CCCCN1CCCNC(=O)C(C)n1nc(C)c2sc3ccccc3c2c1=O (stereo not given)	-3	2	2.1	0	-1	1	0.98	0	0
CC(C)(C)OC(=O)C[C@H]1C/C=C\C[C@@H](CC(=O)N(CCO)Cc2ccccc2)C(=O)N[C@H](Cc2ccccc2)COC1=O	0	2	0.0	-1	-1	1	0.98	-3	0
COc1cc(C(=O)N2CCN(C(=O)c3cc(-c4ccccc4)n[nH]3)CC2)cc(OC)c1OC	2	23	-1.0	-2	-1	0.97	0.77	3	2
CCOc1ccccc1OCC(=O)Nc1cc(S(=O)(=O)N2CCCCC2)ccc1N1CCN(CC)CC1	-2	6	-2.6	-3	10	1	0.94	-2	60*
CC1Cc2ccccc2N1C(=O)CSc1nnc(NC(=O)Cc2cccs2)s1 (stereo not given)	-2	20	/	-8	-1	0.93	0.8	7	5
Nc1ccc(-c2nnn(CC(=O)N3CCCCC3)n2)cc1	-1	-12	0.6	0	-9	0.99	1.1	1	-3
COC(=O)C1(C)CCc2cc(OC)ccc2C1=O (stereo not given)	0	-15	-1.1	4	-1	0.92	1.2	8	-3
O=C(NCCC(c1ccccc1)c1ccccc1)c1cnccn1	0	2	-0.2	-4	-4	0.94	0.98	6	-1
O=C(NC(=O)c1ccccc1)Nc1ccc(-c2cnco2)cc1	-1	-3	-1.3	-5	-2	1	1	-4	2
O=C(C[C@@H]1C/C=C\C[C@H](NC(=O)OCC2c3ccccc3-c3ccccc32)C(=O)OC[C@H]2CCCN2C1=O)N[C@@H](CO)Cc1ccccc1	-5	4	-0.5	-3	-10	1.1	0.96	-7	-4
Cn1c(N2CCN(S(=O)(=O)c3ccc(Cl)cc3)CC2)nc2ccccc21	2	-16	-3.0	0	-3	1.2	1.2	-16	-2
CCc1ccc(-c2cc3c(=O)n(CC(=O)NCCCN4CCC(Cc5ccccc5)CC4)nc(C)n3n2)cc1	-4	-24	98*	2	-7	0.91	1.2	9	-4
CCC1CCC(C(=O)NNC(=O)OC)CC1 (stereo not given)	-3	8	-0.6	-12	-4	0.94	0.93	6	-1
COCCNC(=O)CCCn1c(=O)c2cc(OC)c(OC)cc2n(CC(=O)NCCC2=CCCCC2)c1=O	1	12	0.0	-1	-4	1	0.88	0	-1
C=CCn1c(O)c(CN2CCN(Cc3ccccc3)CC2)c(C)c(C#N)c1=O	2	16	-5.2	-3	-5	0.99	0.84	1	-16
CCC(C)(C)NC(=O)CN(C(=O)CNS(=O)(=O)c1ccc(C)cc1)c1ccc2c(c1)OCCO2	1	-10	1.4	-2	-7	1.1	1.1	-10	-4
O=C(NCCc1c[nH]c2ccccc12)C1Cc2ccccc2CN1C(=O)c1ccco1 (stereo not given)	-3	3	-1.1	-1	0	1.1	0.97	-12	-1
COC(=O)CCCNC(=O)c1ccc2[nH]c(C)c(C)c2c1	-4	-22	0.0	0	-8	1.1	1.2	-9	-9
Cc1cc(/C=C(/C#N)C(=O)O)c(C)n1-c1cccc2ccccc12	0	-1	0.7	-1	-5	0.99	1	1	-2
Oc1ccc(N=Cc2ccc(OCc3ccccc3)cc2)cc1	-5	7	2.0	10*	9	0.73	0.93	27	7
N#C/C(=C\c1cn(CC(=O)N2CCCCC2)c2ccccc12)C(=O)NCc1ccc2c(c1)OCO2	1	10	-0.2	-2	5	0.88	0.9	12	0
O=C(Nc1ccc(NC(=O)c2ccc(Cl)cc2Cl)cc1)c1ccc2c(c1)OCO2	0	3	-0.7	2	-2	0.97	0.97	3	-1
COc1cc(Cc2nccc3cc(OC)c(OC)cc23)c(S(=O)(=O)O)cc1OC	-2	9	0.5	0	-8	0.97	0.91	3	-1
Cc1ccc(S(=O)(=O)N2CCN(C(=O)c3cccs3)CC2)cc1C	1	15	-0.1	-1	-7	1	0.85	0	-5
CCc1sc(NC(C)=O)nc1-c1ccccc1	-3	19	-0.8	0	-3	1	0.81	-5	-2
Cc1c(Cl)cccc1NC(=O)Nc1ccc(C(=O)N2CCCC2)cc1	-1	-1	-1.5	-2	-3	2*	1	-100	-3
CCCCn1nnc(NC(=O)c2ccc([N+](=O)[O-])cc2Cl)n1	0	-6	4.3	-1	-8	0.97	1.1	3	-4
O=C(CSc1ccc([N+](=O)[O-])cn1)Nc1ccc2c(c1)OCCO2	0	-3	-1.8	2	-5	0.92	1	8	-1
COC(=O)c1ccc(S(=O)(=O)NCc2ccc(S(N)(=O)=O)cc2)o1	-1	0	1.9	0	-9	1.1	1	-8	-3
O=C(OCc1ccccc1)/C(=C/c1ccc(Cl)cc1)NC(=O)c1ccccc1Cl	-1	15	0.1	-2	0	1	0.85	0	3
O=c1cc(Cn2ccnc2)c2cc(O)ccc2o1	1	3	1.6	2	7	1	0.97	0	14
COCCNC(=O)Cn1nc(-c2ccc(C)cc2)ccc1=O	1	22	-0.7	-2	-6	0.95	0.78	5	-6
Cc1oc(-c2ccc(Cl)cc2)nc1CS(=O)CC(=O)NCc1cccs1 (stereo not given)	-5	2	0.5	0	1	1	0.98	-2	2
Cc1cc(=O)[nH]c(SCC(=O)Nc2nc(-c3ccccc3)c(-c3ccccc3)o2)n1	1	-15	2.4	9	-5	1	1.2	0	0
c1ccc2c(c1)nnn1c3ccccc3nc21	-2	-9	/	/	1	1	1.1	0	1
Cn1c(=O)c2ccccc2n(Cc2cccc(F)c2)c1=O	-2	5	1.0	-3	7	0.94	0.95	6	-3
CCCN(Cc1nc2cc(Cl)ccc2c(=O)[nH]1)C(=O)c1ccc(S(=O)(=O)N2CCCC2)cc1	-4	6	-2.0	-6	-1	1.1	0.94	-11	-3
Cc1cc(S(=O)(=O)N2CCOCC2)ccc1OCC(=O)N1CCCCC1	-3	10	-0.4	0	-8	0.92	0.9	8	-4
O=C(NC(=S)Nc1ccc(N2CCOCC2)cc1)c1cccs1	-1	11	1.7	-1	-8	0.96	0.89	4	-6
CN(Cc1cccc(Cl)c1)C(=O)C1CCC(=O)N(C2CC2)C1 (stereo not given)	0	3	0.6	0	-2	0.98	0.97	2	-1
O=C(CN1C(=O)NC2(CCCCCCC2)C1=O)NC(=O)NCc1ccco1	-3	-13	-1.6	0	-3	1	1.1	-3	1
Cc1ccc(NC(=O)CN(C)C(=O)c2cccc(-n3cccc3)c2)cc1	4	-5	0.1	-2	64	0.98	1	2	96
CSc1ncccc1C(=O)OCC(=O)NC1CCCC1	0	9	0.7	-1	-6	1	0.91	-4	-1
Cc1ccc(-c2nc(CN(C)C3CCOC3)c(C)o2)s1 (stereo not given)	0	-25	-3.1	0	-2	1.2	1.2	-21	-4
Cc1nc2cc(NS(=O)(=O)c3ccccc3F)ccc2s1	-3	-12	2.4	-1	-1	0.96	1.1	4	6
O=C(c1ccncc1)c1ccc(N2CCN(C3CC(=O)N(Cc4ccccc4)C3=O)CC2)cc1 (stereo not given)	0	10	0.5	4	2	1	0.9	0	4
CCn1nc(NC(=O)c2ccncc2)c2cc3cc(C)ccc3nc21	-3	14	1.1	-3	-4	1.1	0.86	-6	-5
FC(F)(F)c1nnc2sc(-c3cccs3)nn12	0	4	-0.2	-3	-1	0.94	0.96	6	-3
O=C(CCCCn1c(=O)c2ccccc2n(CC(=O)Nc2ccccc2)c1=O)NCc1ccco1	-4	14	0.5	0	-3	0.99	0.86	1	-1
O=C(COc1ccc(F)cc1F)NNC(=O)Nc1cccc([N+](=O)[O-])c1	-2	-16	-1.4	-3	-7	0.91	1.2	10	-1
COC(=O)C1(Cc2cc(-c3ccc(OC)cc3OC)no2)CCN(C(=O)OC(C)(C)C)CC1	-5	-1	1.7	-2	-6	1.1	1	-12	-2
COc1ccc(CCNC(=O)CCc2ccc(S(=O)(=O)NCC(C)C)cc2)cc1	0	7	0.7	-2	-30	0.96	0.93	4	-4
c1ccc(-c2nnc(-c3c[nH]c4ccccc34)nc2-c2ccccc2)cc1	-4	-15	2.6	8	0	0.83	1.1	16	4
O=C(c1n[nH]c2ccccc12)N1CCN(S(=O)(=O)c2ccc3ccccc3c2)CC1	-3	-12	8.2	4	-9	0.98	1.1	2	-2
COc1ccc(CN2CC(C(=O)NCC3CCCO3)CC2=O)cc1 (stereo not given)	-3	-13	-2.0	0	-2	1	1.1	0	1
CC(=O)Nc1c([N+](=O)[O-])cc(C)c(Cl)c1[N+](=O)[O-]	1	-1	1.3	1	-8	0.96	1	4	1
COCCCn1c(C(C)C)nc2oc3cc(OC)ccc3c(=O)c2c1=O	-1	-7	3.2	-2	-6	1	1.1	-1	-3
CC(C)Oc1ccc(N2CC(C(=O)Nc3ccc(N4CCOCC4)cc3)CC2=O)cc1 (stereo not given)	2	-15	6.8	1	-2	1	1.1	-1	-4
CCCc1cc(=O)oc2cc(C)cc(OCC(=O)N[C@@H](CSCc3ccccc3)C(=O)O)c12	1	-8	-1.0	0	-7	1.1	1.1	-7	3

# Next section
canonical_smiles	beta cell repl	hIAP block	MPTP block	NR3A LBD binder	A3G deaminase	mIAP activ	hIAP act	mIAP block	APOBEC3A inh
Cc1ccccc1CSCCNC(=O)CCSc1ccccc1	-3	17	14	-2	-1	1.2	0.83	-17	1
CN1C(=O)CC(NNC(=O)c2ccccc2)C1=O (stereo not given)	0	-6	-1.2	1	1	0.82	1.1	18	2
COCCCn1c(=O)c2sccc2n2c(CCCC(=O)NCc3ccccc3)nnc12	-1	-7	1.5	-3	-2	0.92	1.1	8	-1
N#C/C(=C\c1ccc(N2CCCCC2)o1)C(N)=O	-1	31	0.3	2	-5	0.84	0.69	16	-3
CCN(CC)Cc1c(O)ccc2occ(C(=O)c3ccc(OC)cc3)c12	-5	-3	-0.3	-4	1	1	1	-2	2
COc1ccccc1C(=O)NC(CCSC)C(=O)NNC(=O)c1ccc(F)cc1 (stereo not given)	-1	-26	0.5	-1	11	1.1	1.3	-7	-2
CCn1cc(CN2CCC(C(=O)Nc3cccc(-c4cccc(OC)c4)c3)CC2)c(C)n1	0	-25	-0.8	-2	-6	1.1	1.3	-6	-1
c1cc2c(cc1OCCNC1CCCC1)CCC2	-2	-14	/	/	-6	1	1.1	-1	-4
CCSc1nc2ccc(N3C(=O)C4C5C=CC(C5)C4C3=O)cc2s1 (stereo not given)	1	9	0.7	-1	5	1.1	0.91	-11	60*
O=c1[nH]c2cc3c(cc2cc1C(c1nnnn1CC1CCCO1)N1CCCC1)OCO3 (stereo not given)	0	-5	-0.7	-1	-3	0.98	1.1	2	-2
NC(=O)Nc1ccc(Oc2c(F)c(F)c(F)c(F)c2F)cc1	-2	5	-0.6	-2	4	0.98	0.95	2	1
CCOC(=O)Cc1csc(NC(=O)Nc2cccc(OC)c2)n1	-2	0	10	14*	-4	1.1	1	-12	0
O=C(CCNC(=O)c1ccc([N+](=O)[O-])cc1)NCc1cccs1	3	-16	-1.1	0	15	1.1	1.2	-6	3
